Screening results (PubChem BioAssay)
VLA-4 antagonist: blocks LDV-FITC ligand binding to Mn2+-activated human VLA-4 integrin | P13612 | Jurkat cells, LDV-FITC binding with Mn2+, flow cytometry; 100% = Mn2+-driven binding gain fully reversed | inhibition, % at 10 µM (by protocol) | hit rate 0.2% among 24,000 | AID 529;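 active = inhibition above 50%; inconclusive = compound itself fluorescent, judged against control cell fluorescence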;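 note: 0% = Mn2+ stimulated cells lacking compound and 100% = ligand binding without Mn2+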
VLA-4 agonist: allosterically activates the human VLA-4 integrin; activation, % at 10 µM (by protocol); 24,000 tested, under 10 active; AID 528; Jurkat cells, LDV-FITC binding, flow cytometry;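 active = fluorescent ligand binding to cells raised by more than 40% of the manganese-induced maximum; inconclusive = compound's own fluorescence above 85% of the ligand control signal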;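 note: 0% = ligand binding without compound and 100% = manganese-stimulated maximal binding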
Prostate diff: promotes differentiation of LNCaP prostate cells; flow cytometry side scatter, 4 d; side scatter shift, % at 10 µM; hit rate 0.56% among 24,000;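 active = side scatter shift above 30%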;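 note: androgen-responsive LNCaP prostate cancer cells in charcoal-stripped serum medium; percent of cells past a gate set so DMSO wells show 10% shift; higher shift means more granular cells and more differentiation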
Jurkat autofluor: compound fluoresces in Jurkat cells, VLA-4 screen interference; compound autofluorescence, flow cytometry; active compounds read high; 1 = vehicle-only cell background; fluorescence ratio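 (tested at 10 µM compound in the well)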; hit rate 0.61% among 24,000; AID 576;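 active = fluorescence ratio above 2.44, which is 1 plus 3 SD of all ratios; inconclusive = signal too bright to measure linearly, ratio around 10 or more; inactive = fluorescence ratio below 2.44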;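 note: green fluorescence of cells measured with 488 nm excitation and 530 nm emission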
Starred values were filed as active, the others as inactive; ? = inconclusive; nt = not tested or not shown.

no.	SMILES	VLA-4 antagonist	VLA-4 agonist	Prostate diff	Jurkat autofluor
1	CN(c1ccccc1)S(=O)(=O)c1ccc(C(=O)Nc2nnc(-c3ccc(F)cc3)o2)cc1	-2	-2	2	1.1
2	Cc1ccc2nc(NC(=O)C3CCN(S(=O)(=O)c4cccc5nsnc45)CC3)sc2c1	7	-11	1	1.1
3	Cn1c(=O)c2c(nc(N3CCOCC3)n2CCCNC2=NCCC2)n(C)c1=O	-5	3	5	1.1
4	COc1ccc(NC(C)=O)cc1NC(=O)CCn1c(=O)sc2ccccc21	-14	9	4	0.9
5	COc1ccc(OC)c2[nH]c(=O)c(CCNC(=O)c3ccc(S(=O)(=O)N(C)C)cc3)cc12	?	?	11	1.1
6	CCSc1nnc(NC(=O)CSc2nc3c(c(=O)n2-c2ccccc2)SCC3)s1	-25	1	1	1.1
7	Cc1ccc(N2CCN(C(=O)CNS(=O)(=O)c3ccc(Br)s3)CC2C)cc1 (stereo not drawn)	-16	-3	9	1.1
8	CCC(C(=O)Nc1ncccn1)(C(F)(F)F)C(F)(F)F	?	?	6	1.1
9	CC(=O)N(C)C1(c2nnnn2CCOC(=O)Nc2ccc(Cl)cc2)CCCCC1	-6	3	6	1.1
10	COc1ccccc1CN1C(=S)SC(C)(C)C1NO (stereo not drawn)	1	-3	17	0.95
11	C/C(=N\O)C(=O)NCc1ccncc1	?	?	6	6.2*
12	O=S(=O)(NCCCCCNS(=O)(=O)c1ccccc1)c1ccccc1	-1	-6	3	1.1
13	Cc1ccccc1CS(=O)(=O)Cc1ccc(C(=O)NCc2ccccn2)o1	-2	1	3	1.1
14	CCN(C(=O)CSc1nc2nc(C)cc(C)n2n1)c1cccc(C)c1	18	6	6	1.1
15	O=c1c2ccccc2nnn1CSc1nnc2sc3ccccc3n12	-6	2	nt	1
16	Cc1cc(NC(=O)c2cc3ccccc3o2)cc(C)c1OCC(=O)N1CCOCC1	?	?	1	1.1
17	Cc1ccc(-c2cc(C(=O)Nc3cc(C)ccc3C)[nH]n2)c(O)c1	16	-12	19	0.98
18	CCCCNC(=O)c1sc(=S)n2c1[nH]c(=O)c1ccccc12	?	?	12	1.3
19	O=C(CN1CC(c2ccccc2)CC1=O)Nc1ccc2c(c1)OCO2 (stereo not drawn)	?	?	12	0.86
20	COC(=O)C1=C(C(=O)c2ccccc2)C(c2ccc(O)c(OC)c2)n2nnnc2N1 (stereo not drawn)	2	0	0	1.1
21	Cc1ccc(S(=O)(=O)C2(C(=O)N3CCCCCC3)CC2)cc1	-5	2	7	1
22	NS(=O)(=O)c1ccc(CCNC(=O)c2cccnc2)cc1	-20	5	8	0.98
23	COc1ccc2cc3cc(C(=O)Nc4ccccc4N4CCN(C)CC4)oc3nc2c1	?	?	62*	1.1
24	CCN(CC)CCNC(=O)C1c2cc(OC)c(OC)cc2C(=O)N2CCc3ccccc3C12 (stereo not drawn)	11	3	6	1.1
25	COc1cccc(C(c2nnnn2CCc2ccccc2)N2CCN(c3ccccc3)CC2)c1OC (stereo not drawn)	6	2	4	1.1
26	O=C(NC1CC2CCC1C2)c1ccc(CN2CCOCC2)cc1 (stereo not drawn)	-21	0	5	1
27	Cc1cccc(Nc2nc(N)nc(CN3CCC(C(N)=O)CC3)n2)c1C	-16	6	8	1.1
28	COc1ccc(Nc2cc(C(=O)NCCCN3CCN(C)CC3)c3ccccc3n2)cc1	-13	-3	12	1
29	COc1ccccc1NC(=O)CS(=O)(=O)c1cccc2nsnc12	-11	-1	6	1.1
30	Cn1c(C(=O)NCc2ccccn2)cc2c(=O)n3ccccc3nc21	-4	7	11	0.99
31	COC(=O)C1(C)Nc2ccccc2C(=O)N1c1ccccc1C (stereo not drawn)	?	-11	4	0.98
32	Cc1ccc(N=Cc2ccc(O)cc2O)cc1F	-24	3	1	1.2
33	COCCCNC(=O)CSC1=Nc2ccccc2C2=NC(Cc3c[nH]c4ccccc34)C(=O)N12 (stereo not drawn)	?	?	5	1.2
34	CCOc1ccccc1NC(=O)NC1CCN(CC(=O)Nc2ccc3c(c2)OCCO3)CC1	-16	-6	1	0.94
35	CSc1nnc2c(n1)OC(C)N(C(=O)c1ccccc1)c1ccccc1-2 (stereo not drawn)	-2	-2	6	0.95
36	Cc1cc2c(N3CCCCC3C)ncnc2s1 (stereo not drawn)	-2	-5	7	1
37	CN1CCN(CCCNC(=O)c2cc3c(-c4ccc(Cl)cc4)nn(C)c3s2)CC1	?	?	57*	1.2
38	O=C(COc1ccc(Cl)cc1)NCc1nnc(SCC(=O)N2CCCCC2)o1	9	-1	18	0.88
39	COc1cccc(C2CC(c3cccs3)Nc3ncnn32)c1 (stereo not drawn)	?	?	11	1.6
40	COc1ccc(-c2noc(COc3ccc(C)c(C)c3)n2)cc1OC	-8	-1	8	0.96
41	Cc1c(=O)n(OCc2ccccn2)c2ccccc2[n+]1[O-]	?	?	14	1.2
42	NC(=O)CN1C(=O)C2C3C=CC(C3)C2C1=O (stereo not drawn)	-15	-4	9	1.1
43	COc1ccccc1CC(=O)Nc1ccc(OC)c(OC)c1	-16	8	10	0.95
44	COc1ccc(OC)c(NC2c3ccccc3C(=O)N2Cc2ccc3c(c2)OCO3)c1 (stereo not drawn)	16	-14	12	1.2
45	COC(=O)C1C(=O)c2c([nH]c(C(=O)OC3CCCC3C)c2C)CC1C (stereo not drawn)	?	?	8	1.2
46	COc1ccc2cc(C(=O)OC(C)C)sc(=O)c2c1OC	-22	2	14	1
47	COc1ccc(C2(C(=O)N3CCCC3)CCOCC2)cc1OC	-8	5	0	1.1
48	NC(=O)c1ccccc1NC(=O)CN1CCOCC1	-9	-5	12	0.99
49	CCOc1ccc(-n2nc(C(=O)NCCOC)c3ccccc3c2=O)cc1	7	2	4	0.99
50	COc1ccc(-c2cc3n(n2)CCc2nc4ccccc4n2-3)cc1	-4	-6	10	1.1

The results go on:
no.	SMILES	VLA-4 antagonist	VLA-4 agonist	Prostate diff	Jurkat autofluor
51	C=CCOc1nc(N(C)C)nc(N(C)C)n1	-14	1	9	0.98
52	Cc1cc(C)nc(NC(=O)c2cnc3sccn3c2=O)n1	4	-4	2	1
53	CCC(C)N(CCNC(=O)CC1Oc2ccccc2NC1=O)C1CCCCC1 (stereo not drawn)	-5	1	1	1.1
54	Cc1ccc(F)cc1NC(=O)c1cccc2nccnc12	-14	10	10	1
55	COC(=O)CSc1nnc(CNC(=O)Cc2ccccc2)n1-c1ccccc1OC	7	-7	10	1
56	CCOc1ccccc1C1CC(=O)NC2=C1C(=O)CCC2 (stereo not drawn)	-1	14	11	0.91
57	CC1(C)Cc2c(c(=S)nc(-c3ccccc3)n2CCO)CO1	-14	-5	4	1
58	CCOc1cc2[nH]c(=S)n(CCCN3CCOCC3)c(=O)c2cc1OCC	1	-3	0	1.1
59	COc1cc(C(O)c2nc3ccccc3n2C)cc(OC)c1OC (stereo not drawn)	-18	6	7	0.88
60	Cc1c(C(=O)NCc2ccccc2)oc2ccc(S(=O)(=O)N3CCC4(CC3)OCCO4)cc12	-4	-1	5	1.1
61	NC(CC(=O)O)c1cccc(OCc2ccccc2)c1 (stereo not drawn)	-8	-2	4	0.91
62	O=C(C1CCCN(Cc2ccncc2)C1)N1CCc2ccccc2C1 (stereo not drawn)	-1	-3	4	0.97
63	O=C(O)CCCCCNC(=O)c1ccncc1	-1	-19	2	1
64	O=C(CN(Cc1ccccc1F)S(=O)(=O)c1ccc(Cl)cc1)NCCCO	-14	2	4	1.1
65	CCc1cccc(NC(=O)CCS(=O)(=O)c2cccc3nonc23)c1	-7	3	10	0.99
66	Cc1ccc(N2C(=O)c3ccccc3C2Nc2cccnc2)nc1 (stereo not drawn)	5	5	6	0.95
67	Cc1ccc(O)c(-c2cc(C(=O)Nc3ccc(S(=O)(=O)N4CC(C)OC(C)C4)cc3)[nH]n2)c1 (stereo not drawn)	34	-23	12	1
68	O=C(O)c1ccc2c(c1)N(Cc1cccc(F)c1)C(=O)CS2	-24	4	9	1.1
69	Cc1cc(C)cc(-n2c(=O)c3sccc3n(CC(=O)NCc3ccco3)c2=O)c1	-14	1	7	1
70	OC(CNCC1COc2ccccc2O1)COCc1cccs1 (stereo not drawn)	3	-6	10	1.1
71	CCOC(=O)c1ccc(CS(=O)c2ccc(Cl)cc2)o1 (stereo not drawn)	-14	4	16	1.1
72	O=C(CCS(=O)(=O)c1ccc(Br)s1)N1CCc2ccccc21	9	2	10	1.1
73	O=C(c1cc2ccccc2c(=O)o1)N1CCCc2ccccc21	28	-1	2	1.2
74	CCCC(=O)C1=C(N(C)c2ccccc2)CC(C)(C)C(C(=O)OC)C1=O (stereo not drawn)	-11	-4	4	1.1
75	CC(=O)N1CCc2cc(S(=O)(=O)NC(CC(C)C)C(=O)Nc3cc(C)ccn3)ccc21 (stereo not drawn)	1	5	4	1.1
76	CN1CCN(Cc2cc(COCc3ccccc3)c3cccnc3c2O)CC1	-3	1	4	1
77	O=C(C1CCN(S(=O)(=O)N2CCC3(CC2)OCCO3)CC1)N1CCOCC1	-2	-2	8	1.1
78	Cc1ccc(NC(=O)CSc2nnc(Cn3c(=O)sc4ccccc43)n2C)cc1	?	?	10	0.84
79	Cc1ccc(C)c(NC(=O)C2CC(O)CN2C(=O)OC(C)(C)C)c1 (stereo not drawn)	7	-6	9	1.1
80	O=C(NCCCN1CCOCC1)c1ccc(CS(=O)(=O)c2cccc(C(F)(F)F)c2)o1	-20	6	4	0.97
81	CC(=O)OCC(=O)[C@@]1(O)CC[C@H]2[C@@H]3CCC4=CC(=O)C=C[C@]4(C)[C@@]3(Cl)[C@@H](Cl)C[C@@]21C	-12	0	8	1
82	Cc1c(C(=O)NCc2ccccc2Cl)oc2c1C(=O)CCC2	-2	-1	4	1.1
83	CCOc1ccccc1C(=O)Nc1nnc(CC)s1	0	3	2	1
84	Cc1ccc(N2CCN(C(=O)c3ccccc3Br)CC2)c(C)c1	15	-4	11	0.96
85	CS(=O)(=O)Nc1cccc(C(=O)CC2(O)C(=O)Nc3ccc(Br)cc32)c1 (stereo not drawn)	1	7	9	1
86	Cc1ccc(-c2nnn(CC(=O)N(CC3CCCO3)C(C(=O)NC(C)(C)C)c3ccc(F)cc3)n2)o1 (stereo not drawn)	-24	-2	5	1.1

Only part of the results is shown. The share of hits here may be higher or lower than overall.
